FEN1 inh = qHTS Assay for the Inhibitors of Human Flap endonuclease 1 (FEN1); P39748; Recombinant FEN1 flap cleavage, fluorescence, 15 min; Potency, µM (titrated, usually from 114 µM), inactives show at the top dose activity change, negative = inhibition, most hits filed as inhibitors; 390,000 tested, 0.35% active; AID 588795, 2011; further: nearly all actives have a fitted effect of over 65% in size
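Recombinant FEN1 (10 nM) was preincubated with pin-transferred compounds for 15 min at room temperature, then flap DNA substrate (50 nM final) was added. Plates were read at 0 and 15 min, and normalized concentration–response data were fitted to a four-parameter Hill equation.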
KAT2A inh = qHTS Assay for Inhibitors of GCN5L2 | Histone acetyltransferase KAT2A (Homo sapiens), Q92830 | GCN5L2 HAT assay, ThioGlo1 CoA-SH fluorescence | Potency, µM (highest dose often 58.9 µM), without a hit: at the top dose activity change, negative = inhibition, usual class: inhibitors | 390,000 tested, 0.21% active | AID 504327, 2011
Target sequence (Q92830 whole entry, looked up): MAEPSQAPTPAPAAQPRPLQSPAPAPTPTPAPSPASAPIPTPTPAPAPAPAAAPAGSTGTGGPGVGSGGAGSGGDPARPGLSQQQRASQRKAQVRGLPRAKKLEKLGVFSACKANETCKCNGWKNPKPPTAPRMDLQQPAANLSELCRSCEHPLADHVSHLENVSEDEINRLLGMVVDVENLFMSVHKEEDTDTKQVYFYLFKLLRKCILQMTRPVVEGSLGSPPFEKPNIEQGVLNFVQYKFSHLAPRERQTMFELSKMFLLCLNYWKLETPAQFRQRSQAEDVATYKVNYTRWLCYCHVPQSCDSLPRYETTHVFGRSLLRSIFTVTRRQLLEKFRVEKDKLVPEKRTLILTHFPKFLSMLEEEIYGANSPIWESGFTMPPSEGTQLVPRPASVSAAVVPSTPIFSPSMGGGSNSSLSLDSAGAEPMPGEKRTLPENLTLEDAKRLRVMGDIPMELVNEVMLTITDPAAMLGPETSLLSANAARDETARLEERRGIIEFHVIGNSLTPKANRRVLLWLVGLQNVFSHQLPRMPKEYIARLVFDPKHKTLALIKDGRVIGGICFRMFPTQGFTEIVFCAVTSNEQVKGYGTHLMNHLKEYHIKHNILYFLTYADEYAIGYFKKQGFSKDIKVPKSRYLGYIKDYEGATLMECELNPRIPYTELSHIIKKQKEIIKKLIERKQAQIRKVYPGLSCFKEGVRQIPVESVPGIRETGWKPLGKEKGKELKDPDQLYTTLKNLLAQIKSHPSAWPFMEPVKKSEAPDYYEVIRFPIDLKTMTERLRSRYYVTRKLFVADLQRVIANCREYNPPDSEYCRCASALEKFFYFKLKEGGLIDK
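GCN5L2 (20nM final) in 50mM HEPES, 0.1mM EDTA pH 7.5, 0.01% Tween-20 was preincubated 15 min at room temperature with compound, then given ThioGlo1 (50uM), H3(1-25) peptide (75uM) and acetyl-CoA (70uM); CoA-thiol fluorescence (Ex340/Em540) was read at 0 and 20 min.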
DT40 TDP1 CPT = qHTS for Inhibitors of human tyrosyl-DNA phosphodiesterase 1 (TDP1): qHTS in cells in presence of CPT; chicken DT40 Tdp1-/-;hTDP1 cells + 20 nM CPT, ATP luminescence, 48 h; Potency, µM (doses to about 46.2 µM), inactives show top-dose activity change, negative = growth inhibition, usual class: inhibitors; 420,000 tested, 12% active; further: nearly all actives have a fitted effect of over 55% in size
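Chicken DT40 Tdp1-/- cells complemented with human TDP1, 400 cells/well, exposed to compounds plus 20 nM camptothecin for at least 48 h at 37 C; viability read as ATP content by CellTiter-Glo luminescence.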
The depositor's hits bear a star; ? = inconclusive; nt = no result given; & = joins results of further samples; [ ] = remark or other dose. The call rests on the fitted dose curve; in most records, active means well fitted curve in the direction sought with a large enough effect; inconclusive means small, poorly fitted or top-dose-only effect, or another doubt; inactive means no such curve, though single readings can be large; an effect the other way counts as inactive or inconclusive. On the % scale 0 is the no-effect control and ±100 the full control effect; potency means the concentration at half of the fitted maximal effect. This is a subset (hit frequency here may not be typical).

The opening two entries, to show the layout:
Value order: FEN1 inh | KAT2A inh | DT40 TDP1 CPT
> COc1ccc(S(=O)(=O)Nc2cccc3c2O[C@H](CN(C)C)[C@@H](C)CN([C@H](C)CO)C3=O)cc1
    -2% | 0% | 9%
> C=CCNc1nc(Nc2ccc([N+](=O)[O-])cc2)nc(OCC)n1
    -3% | -5% | -13%

All compounds of this part, from the start:
Value order: FEN1 inh | KAT2A inh | DT40 TDP1 CPT
> COc1ccc(S(=O)(=O)Nc2cccc3c2O[C@H](CN(C)C)[C@@H](C)CN([C@H](C)CO)C3=O)cc1
    -2% | 0% | 9%
> C=CCNc1nc(Nc2ccc([N+](=O)[O-])cc2)nc(OCC)n1
    -3% | -5% | -13%
> Cn1ccnc1SCC(=O)Nc1cc(F)ccc1F
    18% | -2% | -3%
> CN(C(=O)CN1C(=O)/C(=C/c2ccccc2Cl)SC1=S)C1CCS(=O)(=O)C1 (stereo unspecified)
    -13% | -12% | 16µM*
> CC1(C)CC(=O)c2cnc3c(C#N)cnn3c2C1
    0% | -1% | 1%
> O=C1OCCN1C(=O)[C@H]1[C@H](c2ccc([N+](=O)[O-])cc2)C(c2ccc(F)cc2)=NN1c1ccccc1
    8% | -13%&-1% | ?
> O=c1cc2c(c(-c3ccccc3)n1Cc1ccccc1)[C@H](CCO)NC2
    14% | nt | -10%
> CCc1cc2c(-c3ccccc3)cc(=O)oc2cc1OC(C)C(=O)NCC1CCC(C(=O)O)CC1 (stereo unspecified)
    -1% | -4% | ?
> COc1cccc(NC(=O)c2cc(C(=O)Nc3cccc(OC)c3)n(C)n2)c1
    -13% | -4% | ?
> COc1cc2c(C#N)c(N3CCN(c4ccccc4OC)CC3)nc(N)c2c(N)n1
    -31% | -4% | ?
> O=C(CCSCCc1ccccn1)Nc1c(F)cc(F)cc1Br
    1% | -2% | -18%
> Cn1nc(C(=O)NCc2ccccn2)c2ccccc2c1=O
    1% | 2% | 3%
> CN1CCc2c(sc(NC(=O)c3ccc(S(=O)(=O)N4CCCCCC4)cc3)c2C(N)=O)C1
    -6% | -3% | 18µM*
> COc1ccc(OC)c(Nc2nc3ccccc3n3cnnc23)c1
    -24% | ? | 4.1µM*
> CCOC(=O)c1c(O)cc(C)cc1Nc1ccccc1
    12% | -2% | 3%
> Cc1ccc(C(=O)NC2(C(F)(F)F)C(=O)Nc3c2c(=O)[nH]c(=O)n3CCc2ccccc2)cc1 (stereo unspecified)
    -9% | -2% | 10%
> COC(=O)CSc1nc(NC(C)(C)C)nc(N(C)C)n1
    -9% | -16% | 5%
> Cc1nc(-c2ccccc2)sc1-c1ccc(SCC(=O)NCc2ccc(Cl)cc2)nn1
    20% | -7% | ?
> O=C(CCl)Nc1cc2[nH]c(=O)[nH]c2cc1Br
    -10% | -11% | 2.1µM*
> O=C(O)c1cc([N+](=O)[O-])c(Sc2nc3ccccc3[nH]2)c([N+](=O)[O-])c1
    16% | 3% | -18%
> CSCCNC(=O)c1ccc(OC2CCN(CCc3ccccc3)CC2)cc1
    -8% | 1% | ?
> CC[C@@]1(c2ccccc2OC)C(=O)N(C(=O)OC)N1C(=O)OC
    -2% | -7% | ?
> CCCCCCCCCCn1c2c(c(=N)c3c1CCC3)CCC2
    -9% | -15% | 0.26µM*
> CCOc1ncccc1C(=O)Nc1ccc2c(c1)OCCCO2
    -3% | -12% | ?
> CCOc1cc(/C=N/NC(N)=O)cc(Br)c1OCc1ccccc1
    -13% | -2% | ?
> Nc1c(/C=C2/C=CC(=O)C(O)=C2)c(=O)nc2sc(CC(=O)N3CCCC3)nn12
    ? | -21% | 6%
> CCCN(CCC)CCCOC(=O)c1ccc(Cl)cc1Cl
    -6% | -7% | -23%
> COc1ccc(N2C(=O)CSC23C(=O)N(Cc2cccc(C(F)(F)F)c2)c2ccccc23)cc1 (stereo unspecified)
    -14% | -17% | ?
> Cc1c(O)ccc2c(=O)c(Oc3ccccc3)coc12
    19% | -3% | -18%
> Cc1ccc(C(=O)c2c3ccc(C(F)(F)F)cc3[n+]([O-])n2CCC(N)=O)cc1
    -14% | 1% | 3%
> CC1=C(C(=O)OC2CCCC2)C(c2ccc(C)o2)C2=C(CC(c3cccs3)CC2=O)N1 (stereo unspecified)
    -3% | -11% | ?
> O=C(Nc1ccc2c(c1)oc1ccc(S(=O)(=O)N3CCCC3)cc12)C1CC1
    -1% | -12% | ?
> CCN(CC)C(=O)C1=C(C)Nc2nnnn2C1c1cccnc1 (stereo unspecified)
    -4% | -10% | 7%
> CCOc1ccc(OCc2ccc(C(=O)O)o2)cc1
    -10% | -1% | -10%
> NS(=O)(=O)c1ccc(CNC(=O)/C=C/c2cccc([N+](=O)[O-])c2)cc1
    -13% | -29% | -2%
> CCN(CC)c1ccc(NC(=O)c2cnn(-c3ccccc3)c2-n2cccc2)c(C)c1
    14% | 1% | 15µM*
> COc1ccccc1CCNC(=O)c1cc(-c2ccccn2)nc2ccccc12
    -7% | 8% | ?
> Cc1ccc2nc(-c3ccc(NC(=S)NC4CC(C)(C)NC(C)(C)C4)cc3)sc2c1
    -35% | -2% | 3.7µM*
> O=Cc1c(N2CCN(c3ccccc3)CC2)nc2ccccn2c1=O
    -4% | -3% | -12%
> CN(CC(O)COCc1ccccc1F)C1CCCCC1 (stereo unspecified)
    14% | -17% | -12%
> CCN(CC(=O)Nc1ccc(OC)cc1)C(=O)COc1cccc2c1OC(C)(C)C2
    14% | 4% | -13%
> CCOc1ccc(C(=O)Nc2nc(-c3ccc(Br)cc3)ns2)cc1
    21% | -2% | ?
> O=C1/C(=C\c2cccnc2)CN(Cc2ccccc2)C/C1=C\c1cccnc1
    6% | 39%[activator] | 5.2µM*
> CCOC(=O)CCC(NC(=O)CCCCC(=O)NC(CCC(=O)OCC)C(=O)OCC)C(=O)OCC (stereo unspecified)
    -7% | -5% | -4%
> COc1ccc(CCNC(=O)c2cnc3n(c2=O)CCS3)cc1OC
    -14% | -2% | 2%
> COc1ccc(C(=O)N2CCN=C2SCc2cccnc2)cc1OC
    -1% | -4% | -12%
> COc1ccccc1OCc1nn[nH]n1
    -2% | -9% | 1%
> CCN1CCCC1CNC(=O)c1cc2c(OC)cccc2[nH]1 (stereo unspecified)
    -13% | -2% | -24%
> CC(=O)c1cccc(NC(=O)c2cccc(N3C(=O)c4ccccc4C3=O)c2)c1
    ? | 2% | 0%
> Cn1cc(/C=C2/SC(=O)N(CC(=O)Nc3ccc4c(c3)OCO4)C2=O)c2ccccc21
    -4% | ? | ?

(list continues)
Value order: FEN1 inh | KAT2A inh | DT40 TDP1 CPT
> COc1cc(OC)c(OC)cc1CNc1sc2c(c1C(=O)Nc1ccccc1OC)CCC2
    0% | 0% | 21µM*
> CCOc1c2ccc(C(=O)NCc3ccc(OC)cc3)cc2nn1CCOC
    4% | -1% | -6%
> COc1ccc(C2C3=C(CC(C)(C)CC3=O)Nc3c2c(=O)[nH]c2nc(C)nn32)cc1 (stereo unspecified)
    3% | -4% | -9%
> Cc1ccc(NCc2nnc(SCC(=O)O)n2Cc2ccccc2)cc1Cl
    -7% | -3% | -3%
> COc1ccc(C2C(C(=O)N3CCOCC3)CCC(=O)N2c2cc(OC)c(OC)c(OC)c2)cc1 (stereo unspecified)
    3% | 0% | -1%
> CCOc1ccc(C2NC(=O)CCC2[N+](=O)[O-])cc1 (stereo unspecified)
    4% | -2% | -1%
> COc1ccc(CNC(=O)c2ccc(N3CCC4(CC3)CC(c3ccc(Cl)cc3)=NO4)c([N+](=O)[O-])c2)cc1
    14% | nt | ?
> O=C(Nc1ccc(F)c(F)c1)C1CCCN1S(=O)(=O)c1cccc2nsnc12 (stereo unspecified)
    0% | -2% | ?
> Cc1occc1C(=O)NNC(=S)Nc1ccccc1
    -13% | -14% | 1%
> NS(=O)(=O)c1ccc(CCNC(=O)CN2CCN(Cc3cccc4ccccc34)CC2)cc1
    -1% | -5% | ?

One compound at a time, as listed above. Values in the order: FEN1 inh	KAT2A inh	DT40 TDP1 CPT
`CCOc1ccc(C2NC(=O)CCC2[N+](=O)[O-])cc1` (stereo unspecified) in the list: 4%	-2%	-1%
`Cc1ccc(NCc2nnc(SCC(=O)O)n2Cc2ccccc2)cc1Cl` in the list: -7%	-3%	-3%
`COc1cc(OC)c(OC)cc1CNc1sc2c(c1C(=O)Nc1ccccc1OC)CCC2` in the list: 0%	0%	21µM*
`COc1ccc(C2C(C(=O)N3CCOCC3)CCC(=O)N2c2cc(OC)c(OC)c(OC)c2)cc1` (stereo unspecified) in the list: 3%	0%	-1%
`NS(=O)(=O)c1ccc(CCNC(=O)CN2CCN(Cc3cccc4ccccc34)CC2)cc1` in the list: -1%	-5%	?

(cont.)
Value order: FEN1 inh | KAT2A inh | DT40 TDP1 CPT
> CCOc1ccc2nc(C(C)O)[nH]c2c1 (stereo unspecified)
    2% | -8% | -7%
> COc1ccc(S(=O)(=O)Nc2nc3ccccc3nc2NCc2ccc3c(c2)OCO3)cc1
    -6% | -12% | 0%
> COC(=O)c1ccc2nc(NC(=O)CCS(=O)(=O)c3ccccc3)sc2c1
    4% | 3% | 8.2µM*
> O=C(Nc1ccc(F)cc1F)c1cc2ccccc2oc1=O
    22% | -2% | -22%
> COc1cccc(Cn2cc(-c3cccc(C(F)(F)F)c3)nn2)c1
    ? | -5% | ?
> Cc1cccc(OCC(=O)Nc2ccc3c(c2)nc(CCN2CCCCC2)n3C)c1
    3% | 2% | -17%
> COc1ccc(C(=O)Nc2ccc3nc(C)sc3c2)cc1OC
    7% | -1% | 0%
> COc1cccc(CNC(=O)CNS(=O)(=O)c2ccc3nc(C)sc3c2)c1
    -8% | -6% | ?
> Cn1c(COc2ccccc2)nnc1SCC(=O)Nc1ccc(N2CCOCC2)cc1
    15% | 0% | -13%
> CC/C=C\[C@H](O)[C@H](O)C1=C(C)C(=O)[C@]2(O1)C(=O)N[C@@](OC)(C(=O)c1ccccc1)C2O (stereo partly specified)
    0% | 13% | -5%
> COc1cc(NC(=O)CSc2nnnn2C2CCCC2)cc(OC)c1
    -1% | 1% | -7%
> COc1ccc(S(=O)(=O)N2CCCCCC2)cc1NC(=O)CN1C(=O)NC(C)(c2ccccc2)C1=O (stereo unspecified)
    -4% | -2% | ?
> CCN(CC)c1nc(N2CCN(CCO)CC2)nc2ccccc12
    -8% | 2% | 10%
> CCn1c(SCc2nc3ccccc3c(=O)[nH]2)nnc1-c1ccncc1
    -5% | 9% | ?
> CCCn1c(=O)c2ccccc2n2c(SC(C)C(N)=O)nnc12 (stereo unspecified)
    -1% | -2% | 5%
> O=S(=O)(NC1=NCCC1)c1cccc(NC(=S)NCCc2ccccc2)c1
    3% | -1% | -24%
> COC(=O)c1ccc(NC(=O)CSc2ccc(-c3cccs3)nn2)cc1
    4% | -2% | -18%
> CCOCCCNC(=O)CN1C(=O)COc2ccc(S(=O)(=O)N3CCOCC3)cc21
    -2%&-5% | -4%&-1% | 2%&-8%
> O=C(CCC(=O)N1CCN(c2ccc(F)cc2)CC1)c1ccc(Cl)cc1
    -22% | -7% | ?
> CN(C)C(=O)CCN1CCOCC1
    25% | -3% | -47%
> CCCN(CCC)c1ccc(/C=C/c2ccnc3ccccc23)cc1
    -1% | nt | 7.1µM*
> O=C(Nc1ccccc1C(=O)NC(Cc1ccccc1)C(=O)NC1CCCCC1)c1ccccc1 (stereo unspecified)
    0% | -9% | ?
> COCCn1c(N)c(N(Cc2ccccc2)C(=O)C2=COCCO2)c(=O)[nH]c1=O
    10% | -11% | -12%
> O=C(c1ccc(F)cc1)n1ccc(-c2cnc(-c3ccccc3)s2)n1
    -3% | -6% | -9%
> CCOc1ccc2nc(SCC(=O)N(CC(C)C)c3c(N)n(CC(C)C)c(=O)[nH]c3=O)[nH]c2c1
    -4% | nt | -13%
> O=C(CN(C(=O)c1csnn1)c1ccccc1Cl)NC1CCCC1
    -1% | -3% | 7%
> COc1cc2c(cc1NC(=S)Nc1cccc(C)c1)oc1ccccc12
    -12% | -1% | ?
> CCn1nc(NC(=O)c2ccncc2)c2cc3cccc(C)c3nc21
    13% | -1% | -24%
> O=C(CCS(=O)(=O)c1nc(-c2ccc3c(c2)OCO3)cc(C(F)(F)F)n1)Nc1ccc(Br)cc1
    -19% | -12% | 4.1µM*
> COc1ccc(CCNC(=O)c2cccs2)cc1OC
    -10% | -4% | -7%
> c1ccc(-c2ccc3ccccc3n2)cc1
    -13% | nt | 5%
> CCC(C)(C(=O)NC1CCCCC1)N(Cc1cccs1)C(=O)c1ccc(=O)[nH]c1 (stereo unspecified)
    -1% | -1% | -16%
> COc1ccc(CCNC(=O)COc2nncc3ccccc23)cc1
    2% | 1% | 5%
> Cc1ccc(C(=O)O)cc1NC(=O)c1nsc2ccccc12
    -9% | -5% | 8%
> COC(=O)CSc1nc(-c2ccccc2)nc2ccc(F)cc12
    -20% | -1% | -29%

Screening data: PubChem, National Center for Advancing Translational Sciences (NCATS)
